Compound activity deposited in PubChem BioAssay by several laboratories.
E-sel TNF inh: E-selectin induction blockers in HUVEC – imaging, immunofluorescence, high content, primary screen; HUVEC TNFa-induced E-selectin immunofluorescence; inhibition, % at 2 µM; actives 0.71% (n = 120,000);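 active means inhibition above the batch mean plus 3 SD, and confirmed as a hit on visual image review, cut at about 43% in these data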;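 further: 0% = TNF-stimulated DMSO wells and 100% = unstimulated control wells; not every result past the cut was called active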
GALR2 antag: GALR2 antagonists in receptor-expressing cells, primary screen | inhibition, % at 4 µM | actives 0.39% (n = 140,000) | antagonist mode | Galanin receptor type 2 (Homo sapiens), O43603; in the data active means inhibition above about 27%;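 further: cells stimulated with galanin 1-16 at roughly its EC80; 0% = agonist challenge control and 100% = basal control without agonist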
Target sequence (O43603 whole entry, looked up): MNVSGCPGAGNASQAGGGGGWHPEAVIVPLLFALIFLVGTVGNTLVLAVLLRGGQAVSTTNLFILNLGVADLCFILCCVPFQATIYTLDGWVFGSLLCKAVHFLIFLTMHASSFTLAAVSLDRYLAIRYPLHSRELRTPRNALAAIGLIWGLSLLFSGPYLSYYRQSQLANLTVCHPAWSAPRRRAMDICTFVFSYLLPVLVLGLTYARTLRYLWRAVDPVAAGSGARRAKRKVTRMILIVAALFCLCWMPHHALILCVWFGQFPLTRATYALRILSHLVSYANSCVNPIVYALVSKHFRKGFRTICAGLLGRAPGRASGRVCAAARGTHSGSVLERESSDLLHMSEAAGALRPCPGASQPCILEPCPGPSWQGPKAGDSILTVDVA
Yeast life ext: compounds extending yeast replicative lifespan, primary screen, S. cerevisiae, OD615 | inhibition of the nicotinamide effect, % at 10 µM | actives 0.68% (n = 130,000) | S. cerevisiae growth with nicotinamide; deaD strain in restrictive glucose medium;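 active means inhibition above a set limit, placed 3 SD over the median of all compounds, cut at about 26% in these data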;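 further: 0% = nicotinamide-treated wells and 100% = cells grown without nicotinamide; some compounds called inactive have numbers as strong as hits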
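Assay system: DeaD-strain S. cerevisiae. Medium: CSMM-D glucose medium, restrictive. Reagent: nicotinamide, 1.5 mM, co-present with compound. Compound: 10 µM single point, 0.25% DMSO. Schedule: culture preincubation 4 h, compound exposure 48 h, both 30 °C. Detection: absorbance at 615 nm.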
NPY-Y2 antag: NPY-Y2 receptor antagonists, primary screen, cell-based; inhibition, % at 2.7 µM; NPY-Y2 expressing cells, antagonist mode; AID 793, 2007; Neuropeptide Y receptor type 2 (Homo sapiens), P49146; actives 0.99% (n = 140,000); in the data active means inhibition above about 17%;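 further: 0% = vehicle with agonist challenge and 100% = reference antagonist with challenge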
Target sequence (P49146 whole entry, looked up): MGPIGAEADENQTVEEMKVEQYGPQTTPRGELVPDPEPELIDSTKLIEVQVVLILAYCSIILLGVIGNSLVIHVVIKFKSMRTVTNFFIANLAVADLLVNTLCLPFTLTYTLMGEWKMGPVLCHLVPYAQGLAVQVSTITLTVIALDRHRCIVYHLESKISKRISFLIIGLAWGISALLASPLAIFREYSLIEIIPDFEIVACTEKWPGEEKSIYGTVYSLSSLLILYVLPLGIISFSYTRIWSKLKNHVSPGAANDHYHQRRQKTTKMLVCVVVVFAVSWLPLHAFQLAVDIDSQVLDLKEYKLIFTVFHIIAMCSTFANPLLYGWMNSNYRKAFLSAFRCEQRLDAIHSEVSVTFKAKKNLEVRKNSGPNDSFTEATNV
HCT116 PTEN-null: growth suppression of PTEN-null HCT116, primary screen, cell-based, CellTiter-Glo. HCT116 PTEN-null viability, 60 h; hits give low values. viability, % at 10 µM. actives 1.2% (n = 140,000);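 active means viability at or below a set limit, 4 SD under the median of all tested compounds, cut at about 3.7% in these data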;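 further: PTEN knockout HCT116 line with beta catenin targeted HCT116 as companion control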
bCat KO growth: primary screen for growth suppressors in beta-catenin knockout HCT116 cells (colon tumor, human); HCT116 beta-catenin knockout viability, CellTiter-Glo, 60 h; hits give low values; viability, % at 10 µM; actives 1.5% (n = 140,000); AID 818, 2007;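 active means viability at or under a set limit, the compound median less 4 SD, cut at about 6% in these data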;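 further: 0% = Hyamine 1622 control at 20 µM and 100% = untreated cell control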
Phagocytosis inh: inhibitors of macrophage phagocytosis, primary screen, imaging, J774A.1 cells, IgG beads. AID 1029, 2008. J774A.1 macrophage IgG-bead phagocytosis. actives 0.07% (n = 110,000). inhibition, % at 5 µM;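 active means inhibition above the mean of the plate negative controls plus 5 SD, cut at about 13% in these data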;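 further: phagocytic index as fraction of beads internalized from green versus red external bead signal; plate controls were DMSO negative control for no effect and cytochalasin-D positive control for full effect; some results beyond the cut were filed as inactive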
BB579 growth dn: growth inhibitors of yeast BB579 in restrictive medium, primary screen, yeast lifespan-shortening project, S. cerevisiae; OD615, 48 h; inhibition, % at 10 µM; actives 0.51% (n = 140,000);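 active means inhibition above a set limit, 3 SD over the mean compound inhibition, cut at about 44% in these data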; further: inactives centre near -24
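Assay system: S. cerevisiae DeaD strain BB579 yeast. Medium: CSMM-D restrictive synthetic medium containing dextrose (glucose). Times: 4 h cell preincubation, 48 h compound exposure, 30 °C humidified. Signal: OD615 turbidity measurement. Benchmarks: positive control amphotericin B 10 µg/mL.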
MRP-1 activ: H69AR viability gain despite doxorubicin, primary screen, MRP-1 activator project, H69AR cells, CellTiter-Glo | AID 799, 2007 | viability rescue | actives 0.61% (n = 140,000) | viability increase, % at 10 µM;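 active means viability gain under doxorubicin at or above a set limit, the compound median plus 3 SD, cut at about 4.7% in these data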;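 further: MRP-1 overexpressing cells given doxorubicin 25 µM after compound pretreatment; 18-22 h compound pretreatment then 72 h with doxorubicin before readout; 0% = doxorubicin-only wells and 100% = vehicle-treated cells without doxorubicin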
Measles CPE: compounds protecting cells from measles virus cytopathic effect, primary screen, measles RdRp inhibitor project, single point, MLSMR library, absorbance | Measles virus-infected cells, CPE protection | protection (pct of control), % at 4 µM | actives 1.5% (n = 140,000) | AID 841, 2007; in the data active means protection mostly above about 24%, no sharp cut-off; inactive means mostly below about 26%; further: some compounds called inactive have numbers as strong as hits
* = called active by the depositor; . = not tested or not shown.

SMILES	E-sel TNF inh	GALR2 antag	Yeast life ext	NPY-Y2 antag	HCT116 PTEN-null	bCat KO growth	Phagocytosis inh	BB579 growth dn	MRP-1 activ	Measles CPE
Cc1[nH]c2ccccc2c1/C=N/Nc1nc(N2CCCCC2)nc(N2CCCCC2)n1	.	4	-6	-4	81	78	-15	-11	-0.1	15
CCOc1ccc(NC(=O)C(c2ccccn2)N(C(=O)CCl)c2ccc(F)cc2)cc1 (stereo not given)	.	10	0	0	89	84	-9	-35	-3.1	4
CCCN(CC(=O)Nc1c(C)cccc1CC)C(=O)SCC	-8	2	-5	18*	76	80	1	-17	-2.5	11
CCc1cc(C(=O)N=Nc2c(O)[nH]c3ccc([N+](=O)[O-])cc23)c2ccccc2n1	.	1	-2	0	84	90	-8	-38	-1.4	18
Cc1cc(Cn2ccnc2)c(C)cc1Cn1ccnc1	12	-10	6	2	85	86	0	-2	-2.5	32
O=C(C1CCCN(S(=O)(=O)c2cnc[nH]2)C1)N(CCc1ccccc1)Cc1ccccc1 (stereo not given)	.	-3	1	6	93	96	0	4	-0.3	23
O=C(CCCC(=O)OCC(F)(F)C(F)F)Nc1nccs1	.	0	-4	-2	109	102	0	-75	0.4	9
COc1cc(NS(=O)(=O)c2ccc(Cl)cc2)c(C(=O)O)cc1OC	-10	0	2	4	94	92	-1	-65	-1.6	6
Cc1cc(SCc2cc(=O)[nH]c3ccccc23)nc2ccccc12	64*	10	-11	3	65	66	2	-48	-0.6	15
CC(C)CC(NC(=O)OC(C)(C)C)C(=O)NC(C(=O)N1CCCC1C(N)=O)C(C)C (stereo not given)	0	2	-5	3	98	90	0	-3	-0.5	1
CCOC(=O)c1ccc(NC(=O)COc2cc(=O)n(CC)c3ccccc23)cc1	11	4	-7	0	102	95	2	-34	-1.2	26
O=C1C2CC=C(Cl)CC2C(=O)N1CN(Cc1ccco1)CN1C(=O)C2CC=C(Cl)CC2C1=O (stereo not given)	.	-8	-11	1	84	88	0	-47	-1.2	31
Cc1cc(C)n(CCc2nc3c4ccccc4n(CC#N)c(=O)n3n2)n1	.	-13	-6	0	100	93	0	-26	-2.4	26
Cc1c(NC(=O)C2CCCNC2=O)c(=O)n(-c2ccccc2)n1C (stereo not given)	15	4	-3	1	39	37	0	-35	0.4	2
COc1ccc(NC(=O)c2n[nH]c(=O)c3ccccc23)cc1S(=O)(=O)N1CCCCC1	.	7	-4	27*	84	84	-14	-9	1.8	21
CC1CCc2sc(C(=O)N/N=C/c3ccc([N+](=O)[O-])cc3)cc2C1 (stereo not given)	.	-7	2	1	94	87	-8	-40	0.0	6
CC1=CN2C(=N)/C(=C/c3cn(CCCOc4ccccc4C)c4ccccc34)C(=O)N=C2S1	.	9	-3	2	75	102	.	-32	-1.8	3
CCOC(=O)C1=C(O)/C(=C\c2ccc(CNS(=O)(=O)c3ccc(Br)cc3)o2)N=C1C	-22	5	-5	0	97	87	-10	-1	-2.3	5
CCOC(=O)C1=C(Cn2cnc3ccccc32)NC(=O)NC1c1ccc(Cl)cc1 (stereo not given)	11	-18	-9	4	81	77	-1	-10	0.7	10
NC(=O)c1cc(N2C(=O)C=CC2=O)ccc1Cl	51*	-2	-5	0	99	91	2	-28	0.2	.
O=C(CN1CCC(O)(c2ccc(F)cc2)CC1)NCc1ccc(F)cc1	5	16	0	2	95	92	2	-42	0.3	18
Cc1cc2c(cc1C)N(CC(=O)N1CCCC1)C(=O)CC(c1ccccc1)=N2	-8	-1	-2	-1	110	92	0	-79	-1.4	8
CCn1nnc(-c2ccccc2NS(=O)(=O)c2ccc(S(=O)(=O)N(C)C3CCCCC3)cc2)n1	5	-1	0	3	70	63	-1	-47	-1.7	11
CN1CCN(CC(=O)O)CC1	-8	0	-2	3	107	104	0	-23	0.7	8
CC1CC(C)(C)N(C(=O)CSc2ccc(-c3ccc(F)cc3)nn2)c2ccccc21 (stereo not given)	34	2	-19	1	4	4.9*	.	-4	-3.8	4
The list goes on.
SMILES	E-sel TNF inh	GALR2 antag	Yeast life ext	NPY-Y2 antag	HCT116 PTEN-null	bCat KO growth	Phagocytosis inh	BB579 growth dn	MRP-1 activ	Measles CPE
CC(=O)Nc1ccc(C(=O)NC2CCCC2)cc1	2	7	-5	0	94	100	1	-11	0.3	13
COc1ccc(-c2cc(=O)oc3cc(OCC(C)=O)ccc23)cc1	.	5	-1	2	96	90	1	-44	-0.7	7
N#Cc1ccccc1CN1C(=O)S/C(=C/c2cccn2-c2ccc(C(=O)O)cc2)C1=O	-16	15	-9	1	97	100	-1	-26	-1.7	5
COC(=O)C1=C(N)N(c2ccccc2F)C2=C(C(=O)CC(C)(C)C2)C1c1ccc(OC)c(OC)c1 (stereo not given)	.	5	6	3	99	94	-3	-52	-0.4	7
CCOc1cccc(NC(=O)C2CC(=O)NC(=Nc3ccccc3)S2)c1 (stereo not given)	-7	15	-7	2	100	105	3	-67	1.1	8
Cn1c(-c2ccccc2)c(CCO)c2ccccc21	-2	9	-2	6	85	85	.	-38	-4.9	5
C/C=C/c1ccccc1OCc1ccc(C(=O)OC)o1	6	5	-29	5	104	101	-1	2	-1.5	2
COC(=O)CCc1sc(Nc2ccccc2)nc1-c1ccc(OC)cc1	-4	-2	-3	-1	90	86	-10	-17	-1.1	12
c1coc(-c2nc3nc4ccccc4n3nc2-c2ccco2)c1	8	3	-5	4	78	68	-1	-39	-2.5	19
COc1ccc(C(=O)CSc2cc(C)nc(SCC(=O)c3ccc(C)cc3)n2)cc1	-5	-13	.	4	100	82	.	-19	-3.0	29
O=C(Cn1cc([N+](=O)[O-])cn1)Nc1ccn(Cc2c(F)c(F)c(F)c(F)c2F)n1	32	-7	0	-2	102	102	0	-21	0.3	21
COc1ccc(C(C(=O)OC(C)CN(C)C)c2ccccc2)cc1 (stereo not given)	7	7	-3	5	101	86	0	-21	-2.8	25
O=C(c1cccnc1)N(Cc1ccccc1)C1(C(=O)Nc2ccccc2)CCCCC1	13	-11	7	9	78	75	-3	-49	-2.3	29
CN1CCN(/C(=N\S(=O)(=O)c2ccc(F)cc2)c2ccccc2)CC1	-20	-3	-11	5	93	102	-2	-31	-1.6	6
O=C1C2=C(c3ccccc31)[N+](=O)C1CCCCC1N2[O-] (stereo not given)	-9	15	1	-1	88	94	-3	-4	-1.7	6
COc1ccc(NC(=O)Cn2nnc(C(=O)NCCc3ccc(OC)c(OC)c3)c2N)cc1	11	1	-1	-1	91	98	0	-12	-3.8	5
CC1(C)C2CCC1(C)C(OC(=O)CCn1ccnc1)C2 (stereo not given)	-9	4	2	2	98	88	-2	-23	-1.9	4
CCCN(CCO)Cc1ccc(F)c(Br)c1	9	-12	-7	-2	113	97	.	-33	-0.3	6
Cc1cc(/C=C2/C(=O)NN(c3ccccc3)C2=O)c(C)n1-c1ccc(O)cc1	.	0	8	-2	94	89	-6	-3	-1.7	20
Cc1cc(Cl)c(S(=O)(=O)NC(C)C)cc1OCC(N)=O	-32	2	0	1	105	100	-6	-15	-2.1	4
COc1ccc(/C=N/NC(=O)c2cc(-c3ccc(C)cc3C)nc3ccccc23)cc1COC(C)=O	-13	-10	-16	3	84	100	.	-72	-3.4	5
CCOC(=O)c1c(C)c(C(=O)N2CCCCCC2)c(C)n1CC	-11	4	-10	5	91	96	-1	-8	-3.3	7
N#CCSc1ccsc1C(=O)Nc1ccc(F)cc1	.	13	-8	-1	100	93	0	-10	-3.4	7
CC(C)(C)C1=CC(=O)C(N2CCOCC2)=CC1=O	.	-1	17	-1	2.0*	2.0*	-4	-12	-4.9	4
CCOc1cc(NC(=S)NCCCN(C)C)c(OCC)cc1NC(=O)c1cccs1	.	10	5	6	89	72	-8	-13	-3.1	29
(listing goes on)
SMILES	E-sel TNF inh	GALR2 antag	Yeast life ext	NPY-Y2 antag	HCT116 PTEN-null	bCat KO growth	Phagocytosis inh	BB579 growth dn	MRP-1 activ	Measles CPE
CNc1ccccc1C(=O)OCC(C)=O	.	-4	-3	0	105	96	.	-18	-0.6	7
COc1ccc(/C=N/N2CCOCC2)cc1COc1ccc(Cl)cc1	11	-5	-8	2	43	40	3	-6	-2.8	2
Cn1nnnc1SC(C(=O)Nc1cccc(C(F)(F)F)c1)c1ccccc1 (stereo not given)	.	0	2	2	89	85	.	-13	-2.3	21
Cc1nn(-c2ccccc2)c2c1C(c1ccc(O)c(O)c1)N1C(=N2)C(Nc2ccccc2)=Nc2ccccc21 (stereo not given)	-29	47*	-6	1	1.2*	1.1*	.	-39	-6.2	5
Cc1ccc(S(=O)(=O)N2CCOCC2)cc1NC(=O)COC(=O)CCC(=O)c1cccs1	-3	3	-15	0	98	102	.	-9	-2.6	22
COc1ccccc1NC(=S)N(Cc1ccco1)Cc1cc2cc(C)cc(C)c2[nH]c1=O	-7	14	-3	6	22	23	-3	1	-2.2	5
Cc1sc2ncnc(SCC(=O)N3CCCC3=O)c2c1C	.	-9	-6	2	102	95	0	-21	-1.7	5
O=C(OC1CCOC1=O)c1cncc(Br)c1 (stereo not given)	.	-10	-3	3	91	94	.	13	-3.0	6
Cc1nc(C(=O)N(C)C)nn1-c1ccc(Cl)cc1Cl	-65	-9	-2	9	102	84	-4	-13	-2.5	14
C=CCN(CC=C)S(=O)(=O)c1ccc(NC(=S)NC(=O)/C=C/c2ccccc2)cc1	-3	2	-8	0	62	73	.	-17	-4.5	27
O=C(CCN1C(=O)S/C(=C\c2ccccc2)C1=O)Nc1ccc(S(=O)(=O)Nc2nccs2)cc1	22	5	-9	0	82	90	.	-15	1.0	4
CCOC(=O)/C(=N/Nc1ccccc1)c1csc(Nc2ccccc2)n1	7	-11	-21	-3	24	15	-1	-34	-5.7	4
NC(=O)C1CCN(c2ncnc3c2c(-c2ccccc2)cn3-c2ccccc2)CC1	17	0	-7	-1	86	76	0	-33	-2.9	6
C=CCNCCOCCOc1ccc(C)cc1Br	-1	7	4	2	73	81	-4	-28	-2.9	5
Cc1ccc(Nc2nc(C(=O)NCCCN3CCOCC3)cs2)cc1	2	5	-13	4	88	86	-1	-52	-3.5	1
CCO/C(=C/c1sc2ccc(OC)cc2[n+]1CCCS(=O)(=O)[O-])CC	-30	-13	1	3	89	98	.	-14	0.4	28
Cc1occc1C(=O)Nc1ccc2ccccc2c1	-14	16	-12	-1	56	59	0	-22	-2.0	5
